# Source: PubChem BioAssay (several laboratories)
# PMI inhibitors = MPI enzyme activity inhibition – biochemical, fluorescence intensity, coupled assay, primary screen (AID 1209). purified PMI enzyme, coupled fluorescence intensity; higher % means a stronger effect. inhibition, % at 20 µM, or IC50 in µM where a hit was titrated. 190,000 compounds, 0.42% hits;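 note: plate controls were DMSO vehicle for no effect and wells lacking substrate for full effect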
# Autophagy mod = modulators of autophagy; calls only at 10 µM (by protocol); MEF GFP-LC3 puncta imaging; test concentration mostly 10 µM; AID 463193; 190,000 compounds, 0.98% hits;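 active = percentage of spot-positive cells more than 3 SD above its plate mean, without a fluorescence outlier flag or 80% toxicity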;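 note: spot-positive cell cutoff set from DMSO-treated cells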
# TNAP activators = stimulation of alkaline phosphatase TNAP activity – biochemical, luminescent, no phosphate acceptor, uHTS, primary screen (AID 1001); purified TNAP, luminescent activation assay, no phosphate acceptor; higher activation fold means a stronger effect; activation fold at 20 µM, or EC50 in µM where a hit was titrated; 200,000 compounds, 0.03% hits; in the data active = activation fold from about 3, or a potency from the dose series; inactive = the rest, 99 in 100 with activation fold below about 1.6; note: many of its hits are not listed in these tables
# bCat nuc transl = modulators of beta-catenin nuclear translocation | 190,000 compounds, 0.3% hits | nuclear translocation activity, % at 5 µM | HeLa beta-catenin nuclear translocation, immunofluorescence imaging | AID 1665;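 active = nuclear translocation activity above 50% at 5 µM, with a well cell count of 50 or more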;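 note: per-cell ratio of nuclear to cytoplasmic median beta-catenin stain intensity; plate controls were DMSO negative control for no effect and GSK-3 inhibitor IX positive control for full effect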
#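 Test system: human HeLa cells, native beta-catenin. Compound dosing: 5 µM primary single dose, 0.1% DMSO, 0.02–20 µM confirmation series. Incubation: compound exposure 24 h at 37°C. Detection: beta-catenin immunostaining with DAPI counterstain, 20x imaging, 6 fields/well. Read-out basis: Nuclear/cytoplasmic beta-catenin signal ratio, % activation.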
# Lipid droplet = hepatic lipid droplet formation modulation. AML12 mouse hepatocytes, oleate lipid droplets, BODIPY imaging. inhibition, % at 6.5 µM. 240,000 compounds, 0.4% hits;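 active = lipid droplet intensity inhibited by at least 50%, with more than 500 cells counted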
#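 Assay system: AML12 hepatocytes (mouse); Probe or stimulus: oleic acid at 100 µM to induce lipid droplet formation; Dosing: compound at 6.5 µM only; Schedule: compound with oleate, overnight; Detection: fluorescence imaging, 20x objective, two fields per well; Measure: % inhibition of lipid droplet signal.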
# PMI inhibition = MPI inhibition at elevated mannose 6-phosphate – biochemical, fluorescence intensity, high mannose 6-phosphate, primary screen (AID 1220); recombinant PMI enzyme, coupled fluorescence intensity; higher % means a stronger effect; inhibition, % at 20 µM; hits with a dose series show IC50 in µM; 190,000 compounds, 0.66% hits
# MT stabilizer = stabilizes microtubules in HeLa cells | HeLa tubulin immunostaining HCS, 24 h; share of cells brighter than vehicle mean+2SD | 200,000 compounds, 0.83% hits | AID 2205 | % tubulin-high responders, % at 10 µM;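 active = plate Z-score above 3 for both tubulin-high and condensed-nucleus cell shares, with cell loss under 80%, at 10 µM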;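 note: anti alpha tubulin signal scored within the nucleus-defined area of each cell; some results filed as inactive read as strong as hits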
# T cell modulator = modulates CD8 T cell binding to vesicles; 2C CD8+ T cell-vesicle binding, flow cytometry; hits give low values; 330,000 compounds, 0.068% hits; calls only at 7 µM;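 active = response, share of CD8 T cells binding vesicles, and their 90th percentile fluorescence all below set limits, cut at about 80% in these data, passing the limit was not always enough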
#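 System: murine 2C transgenic CD8+ T lymphocytes; also added: QL9-loaded Drosophila micro-vesicles; times: binding 1.5 h at 37 °C; measured by: flow cytometry, PE anti-B7-1 (FL2) versus Alexa647 anti-CD8 (FL8), PFA-fixed; control set: Peptide-free naked vesicles (low) and QL9 vesicles with 0.7% DMSO vehicle (high)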
# Insulin prom up = MIN6 insulin promoter up-regulation. MIN6 insulin promoter-GFP reporter, high-content imaging; hits give high values. z-score at 5 µM. 190,000 compounds, 0.3% hits;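 active = z-score above 3 at 5 µM with at least 500 cells counted in the well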
# Insulin prom up cell count = further read-out of Insulin prom up, marked with its call; cell count; measured here: cytotoxicity, nuclei count;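 total cells summed across four imaged fields per well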
# Lipid droplet cells 6.5 µM = also measured in Lipid droplet; calls as there; cell count; measured here: cell count, cytotoxicity flag;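 cells counted across two imaged fields per well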
# bCat nuc transl cell count 5 µM = also measured in bCat nuc transl; calls as there; cell count; measured here: cell count, cytotoxicity flag
# T cell modulator vesicle-bound % = recorded beside T cell modulator, whose call it bears; double positive events, %; measured here: CD8+ vesicle-bound cell fraction;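 binding gate set so that unloaded-vesicle control wells show 10% double positive cells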
# MT stabilizer Hoechst-high % = further read-out of MT stabilizer, marked with its call; % Hoechst-high responders; measured here: nuclear condensation Hoechst responders;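 share of cells brighter than vehicle mean plus two SD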
# MT stabilizer cytotoxicity % = also measured in MT stabilizer; calls as there; toxicity, %; measured here: cytotoxicity by cell density;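 0% = mean cell density of plate MIN control wells and 100% = no cells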
# Autophagy mod cell loss 18 h = recorded beside Autophagy mod, whose call it bears; toxicity, %; measured here: cell loss, nuclei count;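 cell loss after 18 h compound exposure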
# Starred values were filed as active, the others as inactive; i = inactive; x = no result given. Cut-off read from the data, not from the text of the source, unless noted: active = inhibition above about 50%; inactive = the rest.
SMILES,PMI inhibitors,Autophagy mod,Autophagy mod cell loss 18 h,TNAP activators,bCat nuc transl,bCat nuc transl cell count 5 µM,Lipid droplet,Lipid droplet cells 6.5 µM,PMI inhibition,MT stabilizer,MT stabilizer Hoechst-high %,MT stabilizer cytotoxicity %,T cell modulator,T cell modulator vesicle-bound %,Insulin prom up,Insulin prom up cell count
Cn1c2ccccc2c(=O)c2c(O)cccc21,-16.7%,i,8.2,1.1,1.3,961,18.9,666,-9.5%,9.0,2.7,12.1,i,52.6,-0.54,1205
CN1CC(=O)N(CC(=O)Nc2cc(Cl)cc(Cl)c2)C1=O,-14.1%,i,8.8,1,-3.0,1033,6.3,702,-6.6%,2.2,2.2,4.8,i,28.5,-0.01,1281
CCN1CCC(NC(=O)Nc2cccc(C(F)(F)F)c2)CC1,-0.9%,i,-20.3,1.1,-2.2,1026,4.9,768,-4.4%,2.3,1.6,5.7,i,48.1,0.28,1402
COc1ccc2c(c1OC)CCC2=O,-2.9%,i,-9.9,1,-0.8,1199,29.7,731,-10.1%,2.9,1.7,3.8,i,8.4,0.31,1260
CCc1ccccc1NC(=O)Nc1ccc(F)cc1F,-5.0%,i,0.7,1.1,-1.4,968,17.1,659,-2.1%,1.9,2.6,10.2,i,43.4,0.4,1530
OCC1(Cc2ccccc2)CCCN(Cc2ccc(-c3ccco3)cc2)C1 (stereo not given),19.0%,i,12.6,1.1,1.0,1063,-0.5,709,7.9%,1.6,0.9,3.9,i,12.2,-0.6,1440
O=C(CCc1ccccc1)NCCCN1CCOCC1,-9.2%,i,26.2,1,-5.6,894,x,x,0.0%,6.4,1.8,3.0,i,32.3,-0.26,1336
COc1ccc(NC(=S)NNC(=O)c2cccnc2)cc1OC,4.1%,i,-35.4,2.4,-2.3,992,25.9,681,20.8%,3.4,2.1,4.3,i,49.4,-0.21,1665
Cc1cc(C(=O)COC(=O)c2ccc(O)cc2)c(C)n1Cc1ccco1,25.6%,i,6.2,1.2,0.4,973,9.8,618,12.7%,3.7,1.9,7.6,i,44.0,0.41,1465
CC(C)(C)C(=O)OC/C(N)=N/OC(=O)c1ccc(Cl)c(Cl)c1,x,x,x,x,-1.1,1099,1.2,695,x,x,x,x,i,36.6,0.08,1453
O=c1[nH][nH]cc1C=Nc1ccccc1O,13.7%,i,29.0,2.6,0.7,1357,x,x,4.3%,5.0,3.4,1.2,i,58.7,-0.38,1537
COc1c(F)c(F)c(C(=O)O)c(Nc2ccccc2)c1F,-11.2%,i,8.2,1,x,x,x,x,-7.8%,3.7,1.2,4.8,i,9.0,x,x
COc1ccc(NC(=O)Nc2nnc(-c3ccccc3F)s2)cc1,-1.9%,i,-8.6,1,-1.8,1093,-9.1,656,4.4%,2.0,2.4,9.2,i,37.2,1.12,1443
Cc1csc(NC(=O)c2cccn2C)n1,-0.3%,i,-2.9,1.1,0.2,1385,x,x,0.6%,2.4,2.0,3.5,i,41.0,-0.27,1595
O=C(COC(=O)C1COc2ccccc2O1)NC1CCS(=O)(=O)C1 (stereo not given),2.1%,i,1.0,1.1,-3.1,1171,2.7,743,-0.6%,5.2,3.0,4.9,i,52.6,-0.41,1233
COc1ccc(NC(C)=O)cc1S(=O)(=O)Nc1ccc2c(c1)OCCO2,2.1%,i,1.6,1,1.1,1405,7.8,677,7.1%,4.1,1.1,2.4,i,36.6,0.47,1343
Cc1nn(Cc2ccc(C(=O)NN)cc2)c(C)c1Cl,x,x,x,x,1.1,1305,24.7,813,x,x,x,x,i,37.0,-0.29,1162
CCNc1nc(NCC)nc(OCCOC(=O)Nc2ccccc2)n1,-2.7%,i,1.7,1.1,0.1,580,x,x,-3.8%,1.6,2.3,4.8,i,5.4,-0.26,1316
O=C(O)c1ccccc1C(=O)NCc1cccnc1,-3.2%,i,11.4,1.1,-7.3,1027,x,x,-1.6%,4.9,2.5,5.1,i,1.6,-0.25,1322
Cc1nn(Cc2ccccc2)c2c1C(c1ccncc1)C(C#N)=C(N)O2 (stereo not given),-9.2%,x,x,1.1,-4.4,847,x,x,-3.8%,x,x,x,i,50.2,0.12,1200
Cc1ccc(C(=O)Nc2ccc(S(=O)(=O)N3CCN(C)CC3)cc2)o1,-1.0%,i,6.9,1.1,0.2,1200,4.1,729,0.2%,1.8,3.0,14.4,i,42.2,0.62,1057
CN(C(=O)Nc1cnc2ccccc2c1)c1ccccc1,-1.4%,i,-6.6,1.1,-1.1,1434,-0.1,709,1.2%,3.5,1.1,11.0,i,57.9,0.17,1530
Cc1nc(C)c(-c2csc(N)n2)s1,x,i,2.3,1.1,1.5,1471,14.0,727,x,2.5,1.2,1.9,i,20.6,0.53,1693
COc1ccc(NC(=O)Nc2sc(NS(=O)(=O)c3ccccc3)nc2C)cc1,-5.3%,i,-6.6,1.2,1.9,1030,-19.2,711,-6.8%,2.0,2.5,5.6,i,58.2,0.89,989
Cn1c(Cc2cccs2)nnc1SCc1nc2ccccc2[nH]1,-6.3%,i,3.4,0.9,-6.4,810,x,x,-0.4%,4.7,2.9,0.5,i,37.2,-0.46,791
c1ccc(CN2CCN(c3nc(-c4ccccc4)nc(-n4ccnc4)n3)CC2)cc1,5.8%,i,21.9,1,-1.3,930,x,x,5.4%,5.1,3.5,1.2,i,27.7,-1.2,881
CC(=O)N1CCN(c2ccc(N=Cc3c(O)n(Cc4ccccc4)c(=O)[nH]c3=O)cc2)CC1,-6.3%,i,-1.3,1,1.0,985,-5.4,760,9.5%,2.4,0.8,67.3,x,x,x,x
COc1ccc(CCCc2n[nH]c(=S)n2C)cc1C,-10.4%,i,25.3,1.1,0.0,980,5.1,739,-5.4%,2.4,1.5,1.5,i,29.8,-0.16,1224
CC1=C(C(=O)Nc2ccc(F)cc2)C(c2ccc(C)o2)C2=C(CC(C)(C)CC2=O)N1 (stereo not given),4.1%,i,-3.1,1.1,-0.8,1062,-3.5,661,0.0%,6.5,3.7,7.7,i,25.0,x,x

# Exported with two lines to a compound: 2 of the compounds above
# Results follow in this order: PMI inhibitors, Autophagy mod, Autophagy mod cell loss 18 h, TNAP activators, bCat nuc transl, bCat nuc transl cell count 5 µM, Lipid droplet, Lipid droplet cells 6.5 µM, PMI inhibition, MT stabilizer, MT stabilizer Hoechst-high %, MT stabilizer cytotoxicity %, T cell modulator, T cell modulator vesicle-bound %, Insulin prom up, Insulin prom up cell count
CCc1ccccc1NC(=O)Nc1ccc(F)cc1F
→ -5.0%, i, 0.7, 1.1, -1.4, 968, 17.1, 659, -2.1%, 1.9, 2.6, 10.2, i, 43.4, 0.4, 1530
O=C(COC(=O)C1COc2ccccc2O1)NC1CCS(=O)(=O)C1 (stereo not given)
→ 2.1%, i, 1.0, 1.1, -3.1, 1171, 2.7, 743, -0.6%, 5.2, 3.0, 4.9, i, 52.6, -0.41, 1233

# Part of the list above in order of molecular weight, low to high.
SMILES,PMI inhibitors,Autophagy mod,Autophagy mod cell loss 18 h,TNAP activators,bCat nuc transl,bCat nuc transl cell count 5 µM,Lipid droplet,Lipid droplet cells 6.5 µM,PMI inhibition,MT stabilizer,MT stabilizer Hoechst-high %,MT stabilizer cytotoxicity %,T cell modulator,T cell modulator vesicle-bound %,Insulin prom up,Insulin prom up cell count
COc1ccc2c(c1OC)CCC2=O,-2.9%,i,-9.9,1,-0.8,1199,29.7,731,-10.1%,2.9,1.7,3.8,i,8.4,0.31,1260
Cc1csc(NC(=O)c2cccn2C)n1,-0.3%,i,-2.9,1.1,0.2,1385,x,x,0.6%,2.4,2.0,3.5,i,41.0,-0.27,1595
O=C(O)c1ccccc1C(=O)NCc1cccnc1,-3.2%,i,11.4,1.1,-7.3,1027,x,x,-1.6%,4.9,2.5,5.1,i,1.6,-0.25,1322
CCc1ccccc1NC(=O)Nc1ccc(F)cc1F,-5.0%,i,0.7,1.1,-1.4,968,17.1,659,-2.1%,1.9,2.6,10.2,i,43.4,0.4,1530
CN1CC(=O)N(CC(=O)Nc2cc(Cl)cc(Cl)c2)C1=O,-14.1%,i,8.8,1,-3.0,1033,6.3,702,-6.6%,2.2,2.2,4.8,i,28.5,-0.01,1281
COc1ccc(NC(=S)NNC(=O)c2cccnc2)cc1OC,4.1%,i,-35.4,2.4,-2.3,992,25.9,681,20.8%,3.4,2.1,4.3,i,49.4,-0.21,1665
Cc1nn(Cc2ccccc2)c2c1C(c1ccncc1)C(C#N)=C(N)O2 (stereo not given),-9.2%,x,x,1.1,-4.4,847,x,x,-3.8%,x,x,x,i,50.2,0.12,1200
CC(C)(C)C(=O)OC/C(N)=N/OC(=O)c1ccc(Cl)c(Cl)c1,x,x,x,x,-1.1,1099,1.2,695,x,x,x,x,i,36.6,0.08,1453
O=C(COC(=O)C1COc2ccccc2O1)NC1CCS(=O)(=O)C1 (stereo not given),2.1%,i,1.0,1.1,-3.1,1171,2.7,743,-0.6%,5.2,3.0,4.9,i,52.6,-0.41,1233
Cc1ccc(C(=O)Nc2ccc(S(=O)(=O)N3CCN(C)CC3)cc2)o1,-1.0%,i,6.9,1.1,0.2,1200,4.1,729,0.2%,1.8,3.0,14.4,i,42.2,0.62,1057
COc1ccc(NC(=O)Nc2sc(NS(=O)(=O)c3ccccc3)nc2C)cc1,-5.3%,i,-6.6,1.2,1.9,1030,-19.2,711,-6.8%,2.0,2.5,5.6,i,58.2,0.89,989
